High-throughput results: PubChem, The Scripps Research Institute Molecular Screening Center
EBNA-1 inhibitor: EBNA-1 DNA-binding inhibitors, primary screen, biochemical, fluorescence polarization | inhibition, % at 14.8 µM | hit rate 0.34% among 300,000; in the data active = inhibition above about 28%
LYPLA2 counter: LYPLA2 inhibitors, primary screen, counter-screen for PME1 inhibitor project, biochemical, fluorescence polarization, FP-Rh probe ABPP; Acyl-protein thioesterase 2 (Homo sapiens), O95372; recombinant LYPLA2; inhibition, % at 5.9 µM; hit rate 0.38% among 320,000;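 active = inhibition above the screen-wide mean plus 3 SD, limit set per campaign, cut at about 26% in these data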;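 also: 0% = LYPLA2 with DMSO and 100% = wells lacking LYPLA2 enzyme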
Target sequence (O95372 whole entry, looked up): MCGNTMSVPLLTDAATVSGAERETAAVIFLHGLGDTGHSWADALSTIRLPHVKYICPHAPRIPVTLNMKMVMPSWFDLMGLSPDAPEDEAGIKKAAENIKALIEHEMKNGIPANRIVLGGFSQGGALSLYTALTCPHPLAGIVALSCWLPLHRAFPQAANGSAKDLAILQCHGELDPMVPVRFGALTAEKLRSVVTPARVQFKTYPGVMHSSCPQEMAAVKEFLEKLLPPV
pPAFAH FP inh: pPAFAH enzyme inhibitors, primary screen, biochemical, fluorescence polarization, human; Platelet-activating factor acetylhydrolase (Homo sapiens), Q13093; recombinant pPAFAH, FP-rhodamine probe fluorescence polarization; inhibition, % at 3.39 µM; hit rate 1.5% among 330,000; AID 463082, 2010;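 active = inhibition above the mean inhibition across the screen plus 3 SD, cut at about 25% in these data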;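 also: inhibitors block binding of the rhodamine activity-based probe so polarization drops; 0% = enzyme with DMSO and 100% = wells lacking pPAFAH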
PAFAH1B3 FP inh: PAFAH1B3 enzyme inhibitors, primary screen, biochemical, fluorescence polarization, human. hit rate 0.28% among 340,000. Platelet-activating factor acetylhydrolase IB subunit alpha1 (Homo sapiens), Q15102. AID 492972, 2010. inhibition, % at 3.39 µM. recombinant PAFAH1B3, FP-rhodamine probe;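 active = inhibition above the screen-wide average of all tested compounds plus 3 SD, cut at about 25% in these data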;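 also: 0% = enzyme with DMSO only and 100% = wells lacking PAFAH1B3 protein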
LYPLA1 inh: LYPLA1 inhibitors, primary screen, counter-screen for PME1 inhibitor project, biochemical, fluorescence polarization, FP-Rh probe ABPP | Acyl-protein thioesterase 1 (Homo sapiens), O75608 | recombinant LYPLA1 | inhibition, % at 5.9 µM | hit rate 0.16% among 320,000 | AID 2174, 2009;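 active = inhibition above the mean of all tested compounds plus 3 SD, set per campaign, cut at about 14% in these data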;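 also: inhibitors block serine hydrolase probe labeling of LYPLA1 so polarization falls; 0% = enzyme with DMSO and 100% = wells lacking LYPLA1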
Target sequence (O75608 whole entry, looked up): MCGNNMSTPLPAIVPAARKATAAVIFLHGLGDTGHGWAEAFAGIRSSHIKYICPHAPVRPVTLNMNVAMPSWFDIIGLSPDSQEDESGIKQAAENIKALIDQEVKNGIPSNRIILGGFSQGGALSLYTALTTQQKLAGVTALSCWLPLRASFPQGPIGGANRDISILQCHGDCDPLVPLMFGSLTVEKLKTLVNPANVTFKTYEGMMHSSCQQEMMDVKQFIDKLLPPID
PREPL inh: PREPL enzyme inhibitors, primary screen, biochemical, fluorescence polarization | inhibition, % at 5.96 µM | recombinant PREPL, fluorescence polarization activity-based probe | Prolyl endopeptidase-like (Homo sapiens), Q4J6C6 | AID 2751, 2010 | hit rate 0.68% among 320,000; in the data active = inhibition above about 43%;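 also: 0% = enzyme with DMSO and 100% = wells lacking enzyme; many of its hits are not listed in these tables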
PAFAH2 FP inh: PAFAH2 enzyme inhibitors, primary screen, biochemical, fluorescence polarization, human; Platelet-activating factor acetylhydrolase 2, cytoplasmic (Homo sapiens), Q99487; recombinant PAFAH2, FP-rhodamine activity probe; inhibition, % at 3.39 µM; hit rate 0.99% among 340,000;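 active = inhibition above the mean over all tested compounds plus 3 SD, cut at about 30% in these data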;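 also: inhibitors block probe labeling of enzyme so polarization drops; 0% = enzyme with DMSO and 100% = wells lacking PAFAH2 protein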
PAFAH1B2 inh: PAFAH1B2 enzyme inhibitors, primary screen, biochemical, fluorescence polarization, human | Platelet-activating factor acetylhydrolase IB subunit alpha2 (Homo sapiens), P68402 | recombinant PAFAH1B2, FP-rhodamine activity probe | inhibition, % at 3.39 µM | hit rate 1.2% among 340,000 | AID 492953, 2010;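 active = inhibition above the mean of all tested compounds plus 3 SD, cut at about 24% in these data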;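 also: 0% = enzyme with DMSO and 100% = wells lacking PAFAH1B2; many of its hits are not listed in these tables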
Target sequence (P68402 whole entry, looked up): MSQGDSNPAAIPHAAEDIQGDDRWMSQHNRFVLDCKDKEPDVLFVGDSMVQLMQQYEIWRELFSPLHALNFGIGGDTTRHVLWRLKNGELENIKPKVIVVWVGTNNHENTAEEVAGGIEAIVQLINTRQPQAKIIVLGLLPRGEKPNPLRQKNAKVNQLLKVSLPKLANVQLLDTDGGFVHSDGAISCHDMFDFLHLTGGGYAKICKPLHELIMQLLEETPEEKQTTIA
ZTA DNA inh: ZTA (EBV) inhibition in EBNA-1 counter-screen | P03206 | ZTA-DNA binding, fluorescence polarization | inhibition, % at 11 µM | hit rate 0.15% among 320,000; in the data active = inhibition above about 33%
Target sequence (P03206 whole entry, looked up): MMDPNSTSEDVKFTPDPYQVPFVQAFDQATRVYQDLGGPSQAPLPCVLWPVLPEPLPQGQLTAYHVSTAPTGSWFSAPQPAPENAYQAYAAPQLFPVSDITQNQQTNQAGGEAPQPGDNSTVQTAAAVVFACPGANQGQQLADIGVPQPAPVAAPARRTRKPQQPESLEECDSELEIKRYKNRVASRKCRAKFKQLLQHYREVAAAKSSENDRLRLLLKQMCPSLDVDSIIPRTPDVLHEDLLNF
An asterisk follows results filed as active; . = not tested or not shown. Some of the compounds tested (hit frequency here may not be typical).

SMILES	EBNA-1 inhibitor	LYPLA2 counter	pPAFAH FP inh	PAFAH1B3 FP inh	LYPLA1 inh	PREPL inh	PAFAH2 FP inh	PAFAH1B2 inh	ZTA DNA inh
CC(=O)c1c(C(C)=O)c(C)n(-c2nc(-c3cccs3)c(C)s2)c1C	2	0	8	2	4	21	4	2	0
O=C(COC(=O)CN1C(=O)c2ccccc2C1=O)NC1CCCCC1	13	3	3	3	4	12	13	1	-10
COc1ccccc1N(C)S(=O)(=O)c1ccc(C)c(C(=O)Nc2nccs2)c1	-3	7	4	4	-2	-23	-3	2	2
CCc1ccc(-c2nc(SCC(=O)c3c(N)n(C4CC4)c(=O)[nH]c3=O)n[nH]2)cc1	.	-4	-4	0	-5	2	-3	-2	3
COc1cc2nc(C3CCC3)n(NC(=O)C3CCC(OC)CC3)c(=O)c2cc1OC (configuration not stated)	1	2	2	-1	-1	-3	-3	3	2
COc1ccccc1CCC(=O)N1CCC(n2nccc2NC(=O)CC(C)C)CC1	7	12	4	4	1	-4	-1	4	16
CCN1CCN(CCCNC(=O)C2c3ccccc3C(=O)N(C)C2c2ccc(OC)cc2)CC1 (configuration not stated)	-2	0	8	-4	-2	6	-11	1	-5
COC(=O)Cn1c(C)nc([N+](=O)[O-])c1Br	-8	2	0	-2	0	-5	0	7	5
CCCCCC/C=C/c1ccc(OC)c([C@H]2[C@H]3C=CC[C@@H](C)[C@@H]3C(=O)N2Cc2ccccc2)c1	2	0	3	-1	1	-5	-4	5	-5
CCN(c1ccccc1)S(=O)(=O)c1cc(C(=O)Nc2cccc(Cl)c2)ccc1F	-1	-82	-27	-52	-41	-19	-76	-16	-4
COc1ccccc1NC(=S)NNC(=O)c1nn(C)c(C)c1Br	-1	-2	8	2	-2	-4	8	2	21
O=C(Nc1ccnn1C1CCN(Cc2ccc(OC(F)F)cc2)CC1)C1CCCC1	1	7	-1	0	1	-1	-4	6	1
COc1ccc(CN2CCn3nc(C(=O)NC4CC4)cc3C2=O)cc1	-6	1	-1	7	1	8	-4	5	6
CCOC(=O)c1c(S(=O)(=O)N(C)Cc2ccco2)c(C)n(C)c1C	-11	-3	-7	-3	-5	17	1	-3	2
CCOC(=O)c1cnn2cc(-c3[nH]ncc3[N+](=O)[O-])cnc12	-5	6	5	6	3	5	-1	12	-22
Cc1ccc(CNC(=O)C(=O)NCCC2=CCCCC2)cc1	7	1	1	1	-3	2	-15	5	1
COc1ccc(/C=C/C(=O)OCC(=O)N2CCc3ccccc32)cc1	.	-1	4	-8	0	-6	18	3	0
COCCCN1CN=C(NS(=O)(=O)c2ccc(C)cc2)NC1	15	3	3	0	0	-1	-4	8	0
Cc1cc(C)c(C#N)c(Nc2ccc(F)cc2)n1	-3	0	0	1	-3	4	2	2	8
CC(=O)Nc1cc2ccc(OC(C)=O)cc2oc1=O	5	-3	2	8	1	-2	-1	4	3

The closing 6 records of the section before come first, to join the parts.
SMILES	EBNA-1 inhibitor	LYPLA2 counter	pPAFAH FP inh	PAFAH1B3 FP inh	LYPLA1 inh	PREPL inh	PAFAH2 FP inh	PAFAH1B2 inh	ZTA DNA inh
CCOC(=O)c1cnn2cc(-c3[nH]ncc3[N+](=O)[O-])cnc12	-5	6	5	6	3	5	-1	12	-22
Cc1ccc(CNC(=O)C(=O)NCCC2=CCCCC2)cc1	7	1	1	1	-3	2	-15	5	1
COc1ccc(/C=C/C(=O)OCC(=O)N2CCc3ccccc32)cc1	.	-1	4	-8	0	-6	18	3	0
COCCCN1CN=C(NS(=O)(=O)c2ccc(C)cc2)NC1	15	3	3	0	0	-1	-4	8	0
Cc1cc(C)c(C#N)c(Nc2ccc(F)cc2)n1	-3	0	0	1	-3	4	2	2	8
CC(=O)Nc1cc2ccc(OC(C)=O)cc2oc1=O	5	-3	2	8	1	-2	-1	4	3
O=C1C=CC(=O)N1	4	2	0	6	1	-1	1	-1	-3
C=CCn1c(SCc2csc(C)n2)nc2sc3c(c2c1=O)CCCC3	5	-3	-5	2	-3	6	3	2	-4
Cc1ccccc1OCCNC(=O)/C=C/c1ccccc1	-4	2	7	4	2	-63	0	6	129*
Cc1nc(C(F)(F)F)c(C(=O)NC(=O)Nc2ccc(OC(F)(F)F)cc2)s1	-16	4	4	2	2	1	2	6	-21
CCCN(CC1CC1)C(=S)Nc1ccc(Oc2ccccc2)cc1	13	-3	2	5	-2	8	-8	10	-11
O=C(COc1c(Br)cc(Br)c2cccnc12)N1CCCCC1	-1	-5	6	-2	-2	10	-3	0	5
Cc1ccccc1NC(=O)C(C)n1c2ccccc2c2nc(=O)cc(C)n21 (configuration not stated)	-20	5	-7	2	1	13	-1	-4	-6
O=C(COC(=O)/C=C/c1ccc(Cl)c(Cl)c1)NC1CCCC1	.	-2	0	8	-4	30	14	0	10
CCC1S/C(=N/C(=O)NC2CCCCC2)NC1=O (configuration not stated)	-13	-4	6	6	0	-6	6	4	-17
Cc1cc(S(=O)(=O)Nc2ccc(C(=O)N3CC(C)OC(C)C3)cc2)ccc1F (configuration not stated)	-16	-1	-3	21	2	6	18	7	-10
O=C(Nc1ccc(-c2nc3c(ccc4ccccc43)o2)cc1)c1ccco1	3	-23	-3	-6	-17	3	-21	-17	0
NS(=O)(=O)c1cccc(NC(=O)CSc2nc3ccccc3[nH]2)c1	-2	4	4	2	-1	5	-1	-1	-13
O=C(Nc1ccncc1)c1ccc(-c2ccccc2)cc1	-3	1	-3	5	-3	3	1	2	13
CNC(=O)c1c(NC(=O)CS(=O)(=O)c2ccccc2)sc(C)c1C	-2	4	3	-4	2	3	4	10	-7
COc1cccc(NC(=O)CCN2CCOCC2)c1	2	5	0	3	5	-11	0	3	-13
COc1ccc(NC(=O)c2cccc(OC(=S)N3CCOCC3)c2)cc1	2	1	-3	-1	-3	13	2	-6	-1
CCOc1ccc(CCNC(=O)CSCC(=O)Nc2ccc(OC)cc2)cc1OCC	.	-3	-2	2	-2	-1	-7	1	2
CCOC(=O)N1CCN(C(=O)/C(=C/c2ccc(N(C)C)cc2)NC(=O)c2ccccc2)CC1	.	12	8	6	3	3	2	3	-7
Cc1nn(S(=O)(=O)N(C)C)c(C)c1CN1C(=O)c2ccccc2C1=O	-6	3	3	-4	3	-2	-5	-1	-2
CC(C(=O)N1CCc2ccccc21)N(C)CC(=O)Nc1ccccc1Cl (configuration not stated)	.	-1	4	3	-2	-6	-1	0	-2
CC(=O)Oc1ccc(C(=O)Nc2cccc3c2CCCC3)cc1	5	2	1	8	1	13	-3	-5	-9
Cc1cccc(-n2ccc(=O)c(C(=O)Nc3ccc(S(=O)(=O)Nc4onc(C)c4C)cc3)n2)c1	7	-2	2	5	-4	-2	-3	3	-6
CCN(Cc1cnn(C)c1)C(=O)C1CCC(=O)N(CCc2ccc(OC)cc2)C1 (configuration not stated)	6	3	5	4	0	2	-2	0	6
CCC(C)NCCCOc1ccc([N+](=O)[O-])cc1 (configuration not stated)	2	-1	-6	2	0	-3	-15	1	-3
Cc1ccccc1OCCC(=O)Nc1cc(S(=O)(=O)N2CCOCC2)ccc1OC(C)C	1	6	7	4	1	11	2	2	-17
CCOC(=O)c1ccc(NC(=S)N2CCN(c3ccc(N4CCOCC4)nn3)CC2)cc1	6	4	6	1	-1	2	-10	1	19
O=C(NCC1CCCO1)c1cccc(S(=O)(=O)N2CCOCC2)c1 (configuration not stated)	-4	3	6	0	1	11	4	-4	5
O=C(CSc1nnc2ccc3ccccc3n12)N1CCOCC1	6	2	2	3	1	7	-2	3	14
Cc1ccc2c(c1)CC(C)N2S(=O)(=O)c1nnc(NC(=O)CC(C)C)s1 (configuration not stated)	-2	5	-1	-4	5	11	2	4	-2
COc1ccccc1CCNC(=O)C1(C)CC1(Cl)Cl (configuration not stated)	4	-2	-1	2	0	1	-1	0	6
COc1cccc(OC)c1OCCCOc1ccc([N+](=O)[O-])cc1Cl	-8	-5	2	4	-5	-6	1	-1	-1
Cc1ccc(C2=NN(CC(=O)NCc3cccs3)C(=O)CC2)cc1	-4	-1	9	3	3	3	-2	2	8
O=C(NCc1cccs1)c1cc(-c2cccs2)on1	12	-3	5	2	-1	10	4	-2	0
O=C(COc1ccc(Cl)cc1Cl)N1CCCC1	5	-2	9	6	-1	1	4	-2	8
Cc1c(NC(=O)COC(=O)/C=C/c2ccccc2Br)c(=O)n(-c2ccccc2)n1C	.	1	11	3	1	12	3	1	-19
CN1CCN(C(=S)c2ccc(N(C)C)cc2)CC1	5	-2	-5	-2	-5	4	7	2	2
COc1ccc(C2N(C(=O)c3ccccc3)CCN2C(=O)c2ccccc2)cc1	1	1	-1	-5	4	11	-3	5	-22
C1=CC2=NC34CCCCC3CC3=C(CCCC3)N4C2=CC1=NC1CCCCC1 (configuration not stated)	-1	5	3	4	0	31	-5	-1	-1
O=C(COc1ccccc1[N+](=O)[O-])Nc1cccc(C(=O)Nc2ccccc2C(=O)O)c1	3	0	-9	5	-7	-7	0	2	11
COc1ccc(C(=O)Nc2ccnn2C2CCN(CCC(C)c3ccc(C)o3)CC2)cc1 (configuration not stated)	-4	-3	3	8	0	3	1	8	4

Retrieved one by one from the entries so far, 2 records:
SMILES	EBNA-1 inhibitor	LYPLA2 counter	pPAFAH FP inh	PAFAH1B3 FP inh	LYPLA1 inh	PREPL inh	PAFAH2 FP inh	PAFAH1B2 inh	ZTA DNA inh
COc1ccc(C(=O)Nc2ccnn2C2CCN(CCC(C)c3ccc(C)o3)CC2)cc1 (configuration not stated)	-4	-3	3	8	0	3	1	8	4
COc1cccc(OC)c1OCCCOc1ccc([N+](=O)[O-])cc1Cl	-8	-5	2	4	-5	-6	1	-1	-1
